NOD1 NF-kB reporter: NOD1 signaling inhibitors, primary screen, cell-based, luminescence, uHTS (AID 1578) | inhibition, % at 4 µM; hits with a dose series show EC50 in µM | hit rate 1% among 290,000 | NOD1-driven NF-kB luciferase reporter cells, luminescence; higher % means a stronger effect; in the data active means inhibition mostly above about 36%, no sharp cut-off; inactive means mostly below about 34%;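 further: HEK-293T reporter cells stimulated with the NOD1 agonist gamma-tri-DAP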
GPR55 LPI antagonism: GPR55 antagonists blocking LPI-driven arrestin recruitment, primary screen, imaging, U2OS, beta-arrestin-GFP, LPI agonist (AID 2013); U2OS GPR55 beta-arrestin-GFP translocation imaging, LPI antagonism; higher % means a stronger effect; inhibition, % at 10 µM, or IC50 in µM where a hit was titrated; hit rate 0.13% among 290,000;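 active means spots per cell inhibited over 60%, with over 100 cells counted and total cytoplasm intensity under 500,000; inconclusive means wells with under 100 cells, flagged as likely toxic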;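 further: U2OS cells stably carrying GPR55 and arrestin-GFP stimulated by 5 µM LPI near EC80; imaged beta-arrestin-GFP aggregate spots per cell after agonist stimulation; plate controls were LPI-stimulated DMSO wells for no effect and DMSO wells without LPI for full effect; some results filed as inactive read as strong as hits; confirmed hits need IC50 under 10 µM and bright autofluorescent wells are also inconclusive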
KOR beta-arrestin-1: kappa opioid receptor blockers – cell-based, luminescence, uHTS (AID 1778). KOR beta-arrestin recruitment, luminescence, antagonist mode; higher % means a stronger effect. inhibition, % at 10 µM; hits with a dose series show IC50 in µM. hit rate 0.091% among 290,000; in the data active means inhibition above about 50%; further: strong numbers were not always called active
GPR35 antagonists: GPR35 antagonists blocking zaprinast-driven arrestin recruitment, primary screen, imaging, U2OS, beta-arrestin-GFP, zaprinast agonist (AID 2058) | one-dose inhibition, % at 10 µM; IC50 in µM for titrated hits | hit rate 0.052% among 290,000 | U2OS GPR35 beta-arrestin-GFP translocation imaging, zaprinast antagonism; higher % means a stronger effect;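 active means inhibition of at least 50% with at least 30 cells and total cytoplasm GFP at most 10,000,000; inconclusive means under 30 cells or total GFP of 10,000,000 plus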
KOR beta-arrestin-2: KOR agonists, beta-arrestin recruitment, primary screen, cell-based, luminescence, uHTS (AID 1777). KOR beta-arrestin recruitment, luminescence; higher % means a stronger effect. one-dose activation, % at 10 µM; EC50 in µM for titrated hits. hit rate 0.02% among 280,000; in the data active means activation above about 50%, passing the limit was not always enough; further: a part of the inactive calls stands beside numbers as strong as those of hits
GPR55 activation: selective activators of receptor GPR55 – imaging, U2OS cells, beta-arrestin-GFP redistribution, primary screen (AID 1961) | activation, % at 10 µM, or EC50 in µM where a hit was titrated | U2OS GPR55 beta-arrestin-GFP redistribution imaging; higher % means a stronger effect | hit rate 0.048% among 290,000;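 active means activation above 40% with more than 50 cells counted in the well; inconclusive means wells holding fewer than 50 cells, flagged as toxic or sparse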;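 further: U2OS osteosarcoma cells stably expressing GPR55 and beta-arrestin-GFP; plate controls were DMSO negative control for no effect and LPI positive control for full effect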
AID2073: disruptors of CaV2.2 binding to Mint1 – biochemical, HTRF (AID 2073); HTRF protein-protein interaction, Mint1-CaV2.2; higher % means a stronger effect; inhibition, % at 20 µM; hits with a dose series show IC50 in µM; hit rate 0.19% among 290,000; in the data active means inhibition mostly above about 51%, no sharp cut-off; inconclusive means no clear call, values can overlap the other calls; inactive means mostly below about 53%; further: some results filed as inactive read as strong as hits
Siah-1 displacement: Siah-1 peptide-binding antagonists, primary screen, biochemical, fluorescence polarization, rhodamine-plectin, uHTS (AID 1817); Siah-1 / rhodamine-plectin peptide fluorescence polarization; higher % means a stronger effect; displacement, % at 20 µM; hits with a dose series show IC50 in µM; hit rate 0.02% among 290,000;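 active means displacement of at least 50% at 20 µM, with a fluorescence ratio check between 0.3 and a set limit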;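 further: plate controls were Siah plus tracer with DMSO for no effect and tracer alone without Siah for full effect; strong numbers were not always called active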
HIV fusion peptide: inhibitors of HIV fusion peptide binding, primary screen, biochemical, uHTS, fluorescence dequenching (AID 1986); cell-free peptide binding, fluorescence dequenching, 30 min; higher % means a stronger effect; inhibition, % at 20 µM; hits with a dose series show IC50 in µM; hit rate 0.3% among 290,000; in the data active means inhibition mostly above about 52%, no sharp cut-off; inactive means mostly below about 76%; further: some results filed as inactive read as strong as hits
Starred values were filed as active, the others as inactive; ? = inconclusive; . = no result given; [ ] = another dose, or the depositor's remark. Only part of the results is shown; rates above refer to the full screens.

No.	molecule	GPR35 antagonists	HIV fusion peptide	KOR beta-arrestin-2	NOD1 NF-kB reporter	GPR55 activation
1	CC1CN(C(=O)C2CCCC2)C(C)CN1C(=O)C1CCCC1 (configuration not stated)	-4.2%	2.9%	0.2%	-17.5%	-0.2%
2	COCCN1C(=O)c2ccccc2C(C(=O)NCCCN2CCCC2=O)C1c1c[nH]c2ccccc12 (configuration not stated)	8.6%	0.7%	7.7%	-9.4%	0.9%
3	CC(C)(C)c1ccc(NC(=O)CSc2n[nH]c(=O)n2-c2cccnc2)cc1	-6.7%	0.2%	2.2%	-24.2%	-0.1%
4	COc1ccc(-c2nnc(SCC(=O)c3cccs3)o2)cc1	7.4%	0.3%	0.8%	-20.7%	-0.1%
5	COc1ccccc1/C=C/C=N/n1c(-c2ccncc2)n[nH]c1=S	-9.8%	1.2%	-3.0%	-17.4%	-0.4%
6	COc1ccc(-n2c(C)cc(=O)c3c2CC(C)(C)CC3=O)cc1	6.8%	2.2%	-2.4%	1.0%	0.0%
7	COc1ccc(C(C(=O)NC2CCCC2)N(C(=O)c2csnn2)C2CC2)cc1 (configuration not stated)	-4.0%	0.2%	-1.5%	1.3%	-0.1%
8	N=C1CCCN1CC(=O)c1ccc(Br)cc1	4.2%	1.8%	7.8%	-32.6%	-0.1%
9	Cc1ccccc1-c1nc(P(=O)(c2ccccc2)c2ccccc2)c(N2CCOCC2)o1	-1.8%	-0.9%	-0.1%	-3.4%	0.6%
10	COC(=O)CCCC(=O)N1CCCC(N(C)CCc2ccccc2)C1 (configuration not stated)	-12.1%	-1.4%	0.9%	-33.2%	0.1%
11	COc1ccc(NC(=O)NC2CCCCCCC2)c(OC)c1	-14.2%	-1.6%	-5.3%	3.5%	-0.1%
12	CCOC(=O)c1c(C)[nH]c(C)c1S(=O)(=O)NCC1CCN(Cc2cccc(Cl)c2)CC1	-8.8%	-0.1%	0.5%	-17.5%	-0.1%
13	CCOc1ccc(Oc2ccccc2NC(=O)CCNC(C)=O)cc1	-2.8%	-1.1%	0.3%	-20.5%	0.1%
14	CSc1cccc(NC(=O)NNC(=O)C2CCN(S(=O)(=O)N(C)C)CC2)c1	-20.7%	0.0%	-3.5%	-23.1%	0.1%
15	CCOc1cc(/C=N/NC(=O)C2CCCC2)ccc1OC(C)C	-9.8%	-0.5%	1.3%	-10.5%	-0.2%

No.	Siah-1 displacement	KOR beta-arrestin-1	AID2073	GPR55 LPI antagonism
1	4.8%	8.7%	0.5%	10.8%
2	33.5%	14.6%	12.7%	7.9%
3	-2.3%	-2.0%	-1.3%	3.1%
4	0.5%	8.2%	6.4%	-4.1%
5	15.2%	.	-2.0%	5.9%
6	1.1%	10.4%	2.0%	21.4%
7	-0.4%	8.5%	8.4%	-6.9%
8	1.1%	-7.4%	4.4%	-5.2%
9	0.5%	-11.4%	-5.0%	1.4%
10	10.2%	-16.1%[20 µM]	6.8%	8.4%
11	-6.8%	33.6%	7.1%	-12.5%
12	-3.6%	-12.2%	4.2%	1.7%
13	0.4%	-15.6%	-5.5%	-4.3%
14	0.2%	-25.2%	-4.7%	1.1%
15	-2.2%	-2.5%	5.1%	-1.1%

Next structures follow:
No.	molecule	GPR35 antagonists	HIV fusion peptide	KOR beta-arrestin-2	NOD1 NF-kB reporter	GPR55 activation
16	CCOc1ccc(C(CCc2ccccc2)NC(=O)c2ccccc2)cc1OCC (configuration not stated)	-5.4%	-1.3%	-4.8%	20.2%	0.2%
17	CC1(C)c2ccccc2-c2nc3ccccc3cc2C1O (configuration not stated)	-11.5%	-0.1%	4.6%	2.9%	-0.1%
18	O=C(N/N=C/c1[nH]c2ccccc2c1Cl)c1cccc(Br)c1	-2.7%	-1.5%	-2.1%	4.6%	0.2%
19	CS(=O)(=O)C1=C(O)C(=O)N(CCCC(=O)O)C1c1ccccc1F (configuration not stated)	-7.2%	-1.0%	-7.2%	4.5%	0.5%
20	O=C(c1cccs1)N1CCn2c1nc1ccccc12	-1.3%	-3.2%	.	-34.3%	-0.2%
21	CCCCCCNC(=O)CCNC(=O)c1cc(OC)c(OC)c(OC)c1	23.1%	0.5%	8.6%	-14.2%	-0.1%
22	CC(C)C(C(=O)Nc1ccc(N2CCOCC2)cc1)N1C(=O)c2ccccc2C1=O (configuration not stated)	8.8%	0.3%	-5.0%	5.8%	0.0%
23	CCOC(=O)c1oc2cccc(O)c2c1C	0.6%	0.1%	1.1%	-29.6%	-0.1%
24	CCS(=O)(=O)N1CCCC(C(=O)NCCCN(C)Cc2ccccc2)C1 (configuration not stated)	10.0%	-3.4%	-2.8%	-12.9%	-0.1%
25	CC(=O)N1CCN(c2ccc(NC(=O)c3cc(Cl)ccc3Cl)cc2)CC1	-5.0%	-3.4%	-3.7%	-22.5%	-0.1%
26	CCCCCCCCN1C(=O)C(O)=C(C(C)=O)C1c1ccccn1 (configuration not stated)	2.9%	4.6%	0.0%	-25.4%	-0.1%
27	CCOC(=O)C1CCN(CCCSc2ccc(Cl)cc2)CC1	-11.1%	-0.8%	1.1%	-0.2%	-0.2%
28	Cc1ccc(-c2cnc(N)n2C)cc1C	17.2%	1.7%	-3.8%	-35.6%	-0.2%
29	O=C1CN(C(=O)c2ccccc2)C(c2ccc(F)cc2)c2cc(Br)ccc2N1 (configuration not stated)	1.4%	-1.3%	-4.8%	3.2%	0.5%
30	Cn1nnnc1SCC(=O)c1c(N)n(C)c(=O)n(C)c1=O	2.6%	3.7%	-1.1%	-9.4%	-0.1%

No.	Siah-1 displacement	KOR beta-arrestin-1	AID2073	GPR55 LPI antagonism
16	-2.8%	-6.1%	-0.2%	25.5%
17	1.6%	-0.1%	2.8%	-6.9%
18	-0.2%	7.6%	28.0%	5.4%
19	-4.1%	-18.7%	-4.6%	-10.1%
20	2.3%	.	-7.5%	7.5%
21	1.1%	-17.0%	-1.8%	-7.4%
22	0.7%	34.2%	-9.1%	12.2%
23	2.1%	4.8%	14.5%	-19.9%
24	1.8%	16.7%	-4.8%	-0.4%
25	-1.8%	-20.6%[20 µM]	?	-11.0%
26	8.8%	20.4%	-3.4%	12.8%
27	1.1%	-44.2%[20 µM]	3.8%	3.1%
28	-5.9%	-17.8%	-10.0%	17.0%
29	-2.5%	14.0%	22.6%	-3.8%
30	0.8%	-27.9%	-4.9%	2.8%

The list continues.
No.	molecule	GPR35 antagonists	HIV fusion peptide	KOR beta-arrestin-2	NOD1 NF-kB reporter	GPR55 activation
31	O=C(c1ccccc1)N(CCO)Cc1cc2cc3c(cc2[nH]c1=O)OCCO3	8.1%	-0.2%	-4.6%	-2.4%	-0.2%
32	CCC(=O)Nc1ccc(N2CCC(C)CC2)cc1	-1.1%	-1.1%	-0.3%	-28.8%	-0.1%
33	Cc1ccc(NC(=O)C2=CCN(S(=O)(=O)c3ccc(F)cc3)CC2)cc1	-3.0%	-1.1%	-1.9%	-12.9%	-0.3%
34	CC(C)(C)OC(=O)N[C@@H](Cc1ccccc1)c1nnc(SCC(N)=O)o1	3.9%	-0.5%	4.5%	1.0%	0.0%
35	Cc1ccc(S(=O)(=O)NCC(=O)N2CCN(c3ccc(F)cc3)CC2)cc1	5.0%	-0.8%	-2.2%	-9.6%	-0.1%
36	CN(Cc1ccccc1)c1ncc(C=O)s1	18.6%	0.1%	-0.7%	-42.3%	-0.2%
37	COc1ccc(NC(=O)CSc2nnc(C3CCCCC3)o2)c(OC)c1	13.4%	-0.2%	1.2%	8.3%	-0.1%
38	Cc1cccc(N2CCN(C(=O)c3cc(C)oc3C)CC2C)c1 (configuration not stated)	-1.6%	1.1%	-1.6%	-8.4%	0.7%
39	Cc1ccc(-n2cc(CN3CCNC(=O)CC3)c(-c3ccc(F)cc3)n2)cc1	4.7%	1.2%	1.7%	-9.7%	-0.2%
40	COc1ccc(C2(CNC(=O)/C=C/c3ccco3)CCCC2)cc1OC	3.9%	22.0%	2.8%	0.0%	0.2%
41	Cc1nnc(C)n1/N=C/c1c(O)ccc2ccccc12	-8.2%	-2.0%	1.2%	-0.9%	-0.1%
42	Cc1cc(C)cc(N2C(=O)C3C4C=CC(C4)C3C2=O)c1 (configuration not stated)	-4.7%	-0.2%	-2.7%	-14.6%	-0.1%
43	CN(Cc1nccs1)C(=O)C1CCC(=O)N(CCc2ccc(Cl)cc2)C1 (configuration not stated)	-2.4%	0.0%	1.2%	-21.1%	0.1%
44	COc1ccc(-c2cn3cccc(C)c3n2)cc1F	-3.5%	-2.1%	-5.6%	-54.5%	-0.1%
45	CS(=O)(=O)N(CCc1ccccc1)CC(=O)N1CCCC1	0.3%	-1.0%	-2.0%	-5.8%	1.9%
46	CCNC(=S)N/N=C/c1sc(N2CCCCC2)nc1-c1cccs1	6.9%	-1.1%	2.1%	55.9%	-0.2%

No.	Siah-1 displacement	KOR beta-arrestin-1	AID2073	GPR55 LPI antagonism
31	-3.0%	-2.2%	2.4%	7.7%
32	-3.5%	9.4%	-10.8%	2.8%
33	10.4%	-6.2%	12.9%	7.6%
34	18.3%	18.2%	7.8%	19.5%
35	-0.1%	-20.2%	5.1%	-3.3%
36	1.4%	-8.5%	0.8%	-11.8%
37	2.9%	-29.7%	-5.7%	1.5%
38	4.0%	7.4%	7.4%	10.7%
39	12.1%	0.2%	6.3%	-2.1%
40	-3.7%	-17.9%	-0.5%	-4.9%
41	-3.5%	-10.4%	-8.7%	-3.8%
42	1.6%	31.7%	-5.4%	1.2%
43	-1.3%	-17.5%	-7.7%	-5.8%
44	-8.0%	-6.0%	0.1%	-7.3%
45	-2.2%	-4.9%	-3.9%	-11.0%
46	-6.3%	1.0%	-0.6%	-0.2%

Pulled by structure from the entries so far (4):
No.	molecule	GPR35 antagonists	HIV fusion peptide	KOR beta-arrestin-2	NOD1 NF-kB reporter	GPR55 activation
29	O=C1CN(C(=O)c2ccccc2)C(c2ccc(F)cc2)c2cc(Br)ccc2N1 (configuration not stated)	1.4%	-1.3%	-4.8%	3.2%	0.5%
11	COc1ccc(NC(=O)NC2CCCCCCC2)c(OC)c1	-14.2%	-1.6%	-5.3%	3.5%	-0.1%
20	O=C(c1cccs1)N1CCn2c1nc1ccccc12	-1.3%	-3.2%	.	-34.3%	-0.2%
46	CCNC(=S)N/N=C/c1sc(N2CCCCC2)nc1-c1cccs1	6.9%	-1.1%	2.1%	55.9%	-0.2%

No.	Siah-1 displacement	KOR beta-arrestin-1	AID2073	GPR55 LPI antagonism
29	-2.5%	14.0%	22.6%	-3.8%
11	-6.8%	33.6%	7.1%	-12.5%
20	2.3%	.	-7.5%	7.5%
46	-6.3%	1.0%	-0.6%	-0.2%

Source: PubChem
